Yeast eIF2B: GCN4-lacZ reporter reduction in eIF2B-epsilon mutant yeast, primary screen, S. cerevisiae, eIF2B-epsilon R284H, Beta-Glo luminescence. inhibition, % at 25 µM (by protocol). 27,000 tested, 0.91% active. AID 688, 2007;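 active means mutant luminescence inhibited past about 50% while wild type luminescence and mutant growth stay under set limits, limit read from the data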; further: some compounds called inactive have numbers as strong as hits
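material = yeast eIF2B-epsilon R284H mutant carrying GCN4–beta-galactosidase fusion | schedule = 16 h growth with compound at 30 °C, 90 min Beta-Glo step | measured by = luminescence and A595 | compound dosing = one concentration, 25 µM, 0.25% DMSO | read-out basis = % inhibition of reporter signal and growth versus controls | buffer or medium = YPD medium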
Yeast growth tox: yeast growth toxicity, wild-type and mutant, primary screen, cytotoxicity control for eIF2B function restoration project, wild-type and eIF2Bepsilon R284H mutant, A595; S. cerevisiae wild-type growth, A595 turbidity, 16 h; growth inhibition, % at 25 µM (by protocol); 30,000 tested, 0.3% active; AID 685, 2007;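 active means mutant and wild-type yeast strains alike exhibit over 30% growth inhibition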;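 further: 0% = untreated cell controls and 100% = YPD media blanks without cells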
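Schedule: 16 h growth with compound, 30 °C. System: yeast, wild-type or eIF2Bepsilon-R284H mutant. Doses: one dose, 25 µM compound[…]. Buffer or medium: YPD. Signal: turbidity measured as absorbance at 595 nm. Read-out basis: growth inhibition (%) versus cell controls and blanks.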
Yeast growth tox inhibition %: recorded beside Yeast growth tox, whose call it bears; growth inhibition, %; S. cerevisiae eIF2Bepsilon-R284H mutant growth, A595 turbidity, 16 h;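 each compound tested once at 25 µM; 0% equals untreated cells and 100% equals cell-free medium blanks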
Yeast eIF2B mutant toxicity: recorded beside Yeast eIF2B, whose call it bears; growth inhibition, %; measured here: mutant yeast growth, toxicity;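 each compound tested once at 25 µM; zero equals untreated control growth and 100 equals blank medium absorbance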
Active calls of the source: *; · = no result given.

#1 CSc1nnc2c3ccccc3n(Cc3ccccc3)c2n1
#2 CCCC(=O)Nc1ccc(Cl)c(NC(=O)c2cccnc2)c1
#3 COc1cc(OC)cc(-c2nc(-c3ccccc3)no2)c1
#4 COc1ccc(NC(=O)CSc2nnc(-c3ccoc3C)n2CC2CCCO2)cc1 (centres undefined)
#5 Cn1c(=O)c2c3c(sc2n2cnnc12)CCC3
#6 Cc1cc2n(c(=O)c1C#N)CCCN2c1ccccc1
Assay by compound	1	2	3	4	5	6
Yeast eIF2B	-34	32	-2	10	·	15
Yeast eIF2B mutant toxicity	·	·	·	-15	·	·
Yeast growth tox	·	-4	·	-12	-4	·
Yeast growth tox inhibition %	·	0	·	-15	7	·

#7 COc1ccc(S(=O)(=O)N2CCc3ccccc32)cc1C(=O)OCc1nnc(-c2ccccc2)o1
#8 CN(C)CCNC(=O)Cc1c(C(=O)O)n(C)c2ccccc12
#9 COc1ccccc1CNC(=O)c1ccc(NS(C)(=O)=O)cc1
#10 Cc1cc(S(=O)(=O)N2CCN(c3ncccn3)CC2)ccc1-n1cnnn1
#11 O=C(NCC1CCCO1)c1nc2c(nnn2Cc2ccccc2Cl)c(=O)[nH]1 (centres undefined)
#12 Cc1cccc(-n2nnc(C(=O)NCc3ccccn3)c2N)c1
Assay by compound	7	8	9	10	11	12
Yeast eIF2B	21	-14	17	-25	11	26
Yeast eIF2B mutant toxicity	10	9	-4	-5	-12	22
Yeast growth tox	1	-6	12	-2	3	28
Yeast growth tox inhibition %	10	9	-4	-5	-12	22

#13 Cc1cccn2c(=O)c(/C=C(\C#N)S(=O)(=O)c3ccc(Cl)cc3)c(N3CCC(C(N)=O)CC3)nc12
#14 COc1ccc(/C(N)=N/OC(=O)c2cccc([N+](=O)[O-])c2C)cc1OC
#15 CC(=O)Nc1ccc(NC(=O)Cn2cc3c(n2)CCC(C)C3)cc1 (centres undefined)
#16 O=C(Nc1ccc(C2CCCCC2)cc1)C1CCCN(c2ncccn2)C1 (centres undefined)
#17 O=C(Nc1ccc2oc(-c3ccccc3Cl)nc2c1)c1ncn[nH]1
#18 Cc1cc(NC(=O)Nc2ccc(F)cc2)no1
Assay by compound	13	14	15	16	17	18
Yeast eIF2B	·	-2	19	29	-24	19
Yeast eIF2B mutant toxicity	·	8	·	-10	23	5
Yeast growth tox	7	13	13	-20	-7	-12
Yeast growth tox inhibition %	0	8	0	-10	23	5

#19 CCN1C(=O)C2(/C(=C(\O)c3ccc4c(c3)OCCO4)C(=O)C(=O)N2CCCOC)c2ccccc21 (centres undefined)
#20 Cc1oc(-c2ccc(F)cc2)cc1-c1nn2c(-c3ccoc3C)nnc2s1
#21 Cc1ccc(C)c(S(=O)(=O)NCc2ccc(C(=O)N3CCCCC3C)cc2)c1 (centres undefined)
#22 COC(=O)C1=NN(N=O)C2(CC(=O)N(c3cc(C)cc(C)c3)C2=O)C1 (centres undefined)
#23 Cc1c(OCc2nn[nH]n2)ccc2c3c(c(=O)oc12)CCCC3
#24 O=C(c1ccccc1Oc1nnnn1-c1ccccc1)N1CCOCC1
Assay by compound	19	20	21	22	23	24
Yeast eIF2B	11	17	35	6	-2	38
Yeast eIF2B mutant toxicity	·	-19	14	-14	4	3
Yeast growth tox	6	-17	8	43	23	18
Yeast growth tox inhibition %	0	-19	14	-14	4	3

#25 CCC(C)(C(=O)NC1CCCC1)N(Cc1ccco1)C(=O)c1ccccn1 (centres undefined)
#26 O=C(CSc1nc2ccccc2s1)N1CCCCC1
#27 COc1cc(C)c(Cl)cc1S(=O)(=O)n1cnc2ccccc21
#28 Cc1sc2ncnc(N3CCOCC3)c2c1C
#29 O=C(c1cnc2c(c1)COc1ccc(Cl)cc1-2)c1ccccc1O
#30 CCC(CC)c1nnc(NC(=O)c2cccc(S(=O)(=O)N3CCc4ccccc43)c2)s1
Assay by compound	25	26	27	28	29	30
Yeast eIF2B	-16	22	·	13	-27	48
Yeast eIF2B mutant toxicity	·	19	·	8	10	-20
Yeast growth tox	1	11	14	9	24	-11
Yeast growth tox inhibition %	0	19	8	8	10	-20

#31 COc1ccc2sc(C)nc2c1NC(C)=O
#32 Cc1ccc(-c2n[nH]c(=O)c3ccccc23)cc1S(=O)(=O)N(C)CCO
#33 COc1ccccc1NC(=O)C(C)NS(=O)(=O)c1ccccc1 (centres undefined)
#34 CCc1cccc(NC(=O)Nc2cccs2)c1
#35 COc1cccc(NC(=O)CSc2nc3n[nH]c(C)c3c(=N)n2-c2cccc(OC)c2)c1
#36 CC(=O)NCCn1c(SCC(=O)OCc2ccccc2)nc2ccccc2c1=O
Assay by compound	31	32	33	34	35	36
Yeast eIF2B	18	18	0	19	47	18
Yeast eIF2B mutant toxicity	·	18	4	5	3	11
Yeast growth tox	·	21	8	1	-6	25
Yeast growth tox inhibition %	·	18	4	5	3	11

#37 CCOc1ccc2nc(SCC(=O)N(C)C)[nH]c2c1
#38 O=S(=O)(Nc1ccncc1Cl)c1ccccc1
#39 COCC(=O)Nc1nc(-c2ccc(C)cc2)c(C)s1
#40 Cc1cc(C(=O)CSc2nc3ccccc3c(=O)[nH]2)c(C)n1C
#41 CCOC(=O)N1CCN(C(=S)NCCOC)CC1
#42 Cc1ccc(CSc2nnc(-c3ccccc3N)c(=O)[nH]2)cc1
Assay by compound	37	38	39	40	41	42
Yeast eIF2B	19	20	21	12	28	19
Yeast eIF2B mutant toxicity	12	-17	5	-18	25	3
Yeast growth tox	20	10	14	-13	9	-10
Yeast growth tox inhibition %	12	-17	5	-18	25	3

#43 Cn1c(CCNC(=O)c2ccccc2)nc2cc(NC(=O)c3ccco3)ccc21
#44 Cc1ccc(CCNC(=O)Cn2cccc2)cc1
#45 CCN1CCc2nc(NC(=O)CC(c3ccccc3)c3ccccc3)sc2C1
#46 O=C(CCC(=O)c1cccs1)NC(c1ccccc1)c1ccccc1
#47 CCOCCC(=O)Nc1cc(Cl)ccc1OC
#48 C=CCNC(=O)c1cc2nc(C3CC3)cc(C(F)F)n2n1
Assay by compound	43	44	45	46	47	48
Yeast eIF2B	18	16	-32	2	20	13
Yeast eIF2B mutant toxicity	11	-3	-29	-14	16	·
Yeast growth tox	28	10	8	2	17	20
Yeast growth tox inhibition %	11	-3	-29	-14	16	0

#49 CC(C)=CC(=O)OCC(=O)Nc1ncc(Cl)c(C)c1Cl
#50 CS(=O)(=O)N1CCN(c2ccccc2NC(=O)c2cccnc2Cl)CC1
#51 Cc1cccc(OCc2nnc(SCC(=O)N3c4ccccc4CC3C)n2C)c1C (centres undefined)
#52 Cc1cc[n+](CCC(=O)O)c2ccccc12
#53 COC(=O)C1=C(C)Nc2nnnn2C1c1cccnc1 (centres undefined)
#54 O=C(NCCCn1ccnc1)C(Cc1ccccc1)N1C(=O)c2ccccc2C1=O (centres undefined)
#55 CCCOC(=O)c1ccc(NC(=O)COC)cc1
#56 CCN1CCN(C(=S)c2ccc(Cl)cc2)CC1
Assay by compound	49	50	51	52	53	54	55	56
Yeast eIF2B	·	17	15	18	-6	16	10	·
Yeast eIF2B mutant toxicity	·	5	-4	18	·	·	8	·
Yeast growth tox	11	6	-15	-6	·	-8	1	14
Yeast growth tox inhibition %	15	5	-4	18	·	0	8	5

Of the compounds above, these contain a halogen:
#2 CCCC(=O)Nc1ccc(Cl)c(NC(=O)c2cccnc2)c1
#11 O=C(NCC1CCCO1)c1nc2c(nnn2Cc2ccccc2Cl)c(=O)[nH]1 (centres undefined)
#13 Cc1cccn2c(=O)c(/C=C(\C#N)S(=O)(=O)c3ccc(Cl)cc3)c(N3CCC(C(N)=O)CC3)nc12
#17 O=C(Nc1ccc2oc(-c3ccccc3Cl)nc2c1)c1ncn[nH]1
#18 Cc1cc(NC(=O)Nc2ccc(F)cc2)no1
#20 Cc1oc(-c2ccc(F)cc2)cc1-c1nn2c(-c3ccoc3C)nnc2s1
#27 COc1cc(C)c(Cl)cc1S(=O)(=O)n1cnc2ccccc21
#29 O=C(c1cnc2c(c1)COc1ccc(Cl)cc1-2)c1ccccc1O
Assay by compound	2	11	13	17	18	20	27	29
Yeast eIF2B	32	11	·	-24	19	17	·	-27
Yeast eIF2B mutant toxicity	·	-12	·	23	5	-19	·	10
Yeast growth tox	-4	3	7	-7	-12	-17	14	24
Yeast growth tox inhibition %	0	-12	0	23	5	-19	8	10

#38 O=S(=O)(Nc1ccncc1Cl)c1ccccc1
#47 CCOCCC(=O)Nc1cc(Cl)ccc1OC
#48 C=CCNC(=O)c1cc2nc(C3CC3)cc(C(F)F)n2n1
#49 CC(C)=CC(=O)OCC(=O)Nc1ncc(Cl)c(C)c1Cl
#50 CS(=O)(=O)N1CCN(c2ccccc2NC(=O)c2cccnc2Cl)CC1
#56 CCN1CCN(C(=S)c2ccc(Cl)cc2)CC1
Assay by compound	38	47	48	49	50	56
Yeast eIF2B	20	20	13	·	17	·
Yeast eIF2B mutant toxicity	-17	16	·	·	5	·
Yeast growth tox	10	17	20	11	6	14
Yeast growth tox inhibition %	-17	16	0	15	5	5

Source: PubChem

Not all compounds are listed, so the mix of outcomes need not match the whole.
